yeast bub3: NCI yeast anticancer drug screen, S. cerevisiae bub3 mutant strain; growth inhibition, % at 50 µM; 78,000 tested, 9.9% active;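 further: 0% = growth of vehicle-only cultures of the same strain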
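Readout: yeast growth inhibition, expressed relative to vehicle-only wells. The test organism is a mutant strain from a panel with lesions in DNA repair or checkpoint genes.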
sgs1 mgt1: NCI yeast anticancer drug screen, S. cerevisiae sgs1 mgt1 strain; 78,000 tested, 10% active; growth inhibition, % at 50 µM;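 further: 0% = growth of vehicle-only cultures of the same strain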
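Mutant yeast exposed to compound; growth scored against vehicle-only wells.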
yeast cln2 rad14: NCI yeast anticancer drug screen, S. cerevisiae cln2 rad14 strain; % growth inhibition at 50 µM; 78,000 tested, 8.3% active; AID 165;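 further: 0% = growth of vehicle-only cultures of the same strain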
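Readout is yeast growth inhibition versus vehicle-treated controls, using a strain with cln2 and rad14 alterations exposed to compound.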
yeast mec2-1: NCI yeast anticancer drug screen, S. cerevisiae mec2-1 strain; growth inhibition, % at 50 µM; 79,000 tested, 9% active;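 further: 0% = growth of vehicle-only cultures of the same strain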
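Each compound was tested on mec2-1 yeast, a strain altered in DNA damage repair or cell cycle control. Growth inhibition is reported relative to vehicle.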
mlh1 rad18: NCI yeast anticancer drug screen, S. cerevisiae mlh1 rad18 strain. % growth inhibition at 50 µM. 79,000 tested, 11% active;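 further: 0% = growth of vehicle-only cultures of the same strain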
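Steps: expose repair-defective yeast to compound; measure growth; express inhibition against vehicle-treated controls.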
rad50: NCI yeast anticancer drug screen, S. cerevisiae rad50 strain; AID 155; 79,000 tested, 10% active; growth inhibition, % at 50 µM;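 further: 0% = growth of vehicle-only cultures of the same strain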
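Relative growth inhibition (compound vs vehicle) was measured in yeast with a defined repair-gene alteration.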
Numbers without * were called inactive; x = no result given; & = joins results of further samples. No stated cut-off is given here; in the data, active means growth inhibition above about 70%; inactive means the rest.

item	molecule	yeast bub3	sgs1 mgt1	yeast cln2 rad14
1	C=C1C(=O)OC2C1C(OC(=O)/C(=C/CO)CO)CC1(CO1)C1CC=C(C)C21 (centres undefined)	-2	20	-2
2	NC(=O)c1nc(C2OC(CO)C(O)C2O)no1 (centres undefined)	-14	4	-34
3	Cc1ccnc(NCCCNc2nccc(C)n2)n1	5	14	37
4	CCSC(SCC)C(O)C(O)C1COC(C)(C)O1 (centres undefined)	1	27	-2
5	COC(=O)c1c[nH]c2ccc(Br)cc12	69	32	44
6	COc1ccc(C(C#N)N2CCCC2)cc1 (centres undefined)	x	x	x
7	CN1C(=O)c2cccc3cc([N+](=O)[O-])cc(c23)C1=O	64	86*	57
8	CC(=O)O[C@H]1CC[C@@]2(C)C(=CC[C@H]3[C@@H]4CC[C@H](c5cc(C(F)(F)F)n(C(C)=O)n5)[C@@]4(C)CC[C@@H]32)C1	-20	-41	3
9	CC(C)c1ccc(/C=C/c2cc(C(=O)NNC(=O)NC3CCCCC3)nc(=S)[nH]2)cc1	6	-11	6
10	O=C(C[n+]1ccccc1Cl)c1ccc(Oc2ccc(C(=O)C[n+]3ccccc3Cl)cc2)cc1	89*	30	92*

item	yeast mec2-1	mlh1 rad18	rad50
1	8	10	32
2	-3	13	3
3	-1	22	23
4	7	-13	-6
5	29	41	31
6	-38	-10	-22
7	29	57	83*
8	-7	12	11
9	-10	-17	-1
10	83*	81*	91*

(list continues)
item	molecule	yeast bub3	sgs1 mgt1	yeast cln2 rad14
11	OC1(c2ccc(-c3ccc(-c4ccc(C5(O)C(c6ccccc6)=C(c6ccccc6)C(c6ccccc6)=C5c5ccccc5)cc4)cc3)cc2)C(c2ccccc2)=C(c2ccccc2)C(c2ccccc2)=C1c1ccccc1	-2	7	-4
12	CCN(CC)CCOC(c1ccccc1)c1ccccc1	0	-1	-11
13	CC1=CC(C)(C)Nc2ccccc2N1	-3	-9	14
14	O=C(COCC(=O)N/N=C/c1ccc(O)cc1)N/N=C/c1ccc(O)cc1	18	32	-12
15	O=c1sc(Nc2ccc3ccccc3c2Cl)nc2ccccc12	-3	-8	9
16	CN(c1ccccc1Cl)S(=O)(=O)c1ccccc1[N+](=O)[O-]	38	31	-18
17	O=C(OCC1CCCO1)c1ccc(Cl)cc1 (centres undefined)	8	25	34
18	CN(NC(=O)/C(=C\c1ccccc1Cl)NC(=O)c1ccccc1)c1cn[nH]c(=O)c1Cl	-4	-16	9
19	COc1ccc2c(O)c(Oc3ccc(Cl)cc3)c(=O)oc2c1	8	-1	3
20	COc1ccc(C=O)c(C)c1	-16	4	15

item	yeast mec2-1	mlh1 rad18	rad50
11	4	2	1
12	-10	-12	4
13	-5	1	-7
14	22	26	-10
15	-29	-19	-27
16	-30	3	5
17	-4	7	14
18	-12	-7	-13
19	-1	22	-4
20	-30	-5	-4

Later entries.
item	molecule	yeast bub3	sgs1 mgt1	yeast cln2 rad14
21	Cc1c(O)c2ccccc2n(C)c1=O	4	-16	-6
22	CN(C)C(CS(=O)(=O)c1ccccc1)c1ccccc1 (centres undefined)	-1	28	23
23	O=C(O)c1ccccc1Nc1cc(C(F)(F)F)ccc1Cl	10	-12	9
24	O=C(OC(CCN1CCCCC1)c1ccccc1)c1ccccc1 (centres undefined)	9	23	-4
25	CC(C)(C)c1cc(/C=C/c2cc(/C=C/c3cc(C(C)(C)C)c(O)c(C(C)(C)C)c3)c([N+](=O)[O-])cc2[N+](=O)[O-])cc(C(C)(C)C)c1O	4	2	-46
26	OC1c2ccccc2-c2ccc(N=Cc3ccccc3)cc21 (centres undefined)	0	12	-2
27	Cc1cccc(NC(=O)C(=O)C(C(=O)c2ccc3ccccc3c2)C2OC(=O)c3ccccc32)c1C (centres undefined)	6	14	-60
28	COc1ccc(C)cc1NS(=O)(=O)c1ccccc1	-10	-8	-12
29	CC(C)(Br)CBr	-38	-51	-28
30	O=C(Cc1ccccc1)N[C@@H]1COC(=O)[C@@H]2CCCN2C(=O)[C@@H]2CCCN2C1=O	-2	-17	27

item	yeast mec2-1	mlh1 rad18	rad50
21	-12	-7	-9
22	11	37	28
23	-10	0	-8
24	8	30	2
25	0	6	20
26	1	18	20
27	5	-7	-4
28	-33	10	-7
29	-16	-48	-38
30	6	-9	-33

(cont.)
item	molecule	yeast bub3	sgs1 mgt1	yeast cln2 rad14
31	Cc1ccc(-c2cc(-c3ccco3)c(C#N)c(=S)n2C2OC(CO)C(O)C(O)C2O)cc1 (centres undefined)	-40&46	-11&-9	-15&14
32	CCNC(=O)CS(=O)(=O)c1ccc(C)cc1	-4	-5	-18
33	CCOC(=O)c1ccc2c3c(ccc([N+](=O)[O-])c13)CC2	18	-14	-2
34	Oc1cccc2c1NC1=C(CCC/C1=C\c1ccccc1)C2	-16	6	7
35	CCOC(=O)C1C(=O)CC(C)(O)C(C(=O)OCC)C1c1ccc(O)c(OC)c1 (centres undefined)	-2	-10	-31
36	Cc1ccc(/C=N/NC(N)=S)cc1C	35	62	-11
37	C=CCNc1nc2c(N)ncnc2s1	15	-31	2
38	CN(C)CC(Cc1ccccc1)c1ccccc1 (centres undefined)	-5	-19	8
39	CN(C)C=Nc1ccc(F)cc1	-2	-11	-20
40	O=c1oc(-c2cccc(C[n+]3ccccc3)c2)nc2cc(Cl)ccc12	-7	-11	0

item	yeast mec2-1	mlh1 rad18	rad50
31	-20&11	-17&26	-4&20
32	-13	13	4
33	-6	-8	-7
34	-16	-8	-16
35	-2	11	-24
36	11	66	45
37	-24	0	-5
38	-11	-18	-20
39	-6	-2	-16
40	-7	-5	-15

Continued:
item	molecule	yeast bub3	sgs1 mgt1	yeast cln2 rad14
41	C=CCCCCCCCCO	-10	8	-13
42	O=[N+]([O-])c1ccc(N/N=C/c2ccccc2Cl)cc1	36	26	-1
43	OC12c3ccccc3C3CCC4(OCCO4)C3C1c1ccccc12 (centres undefined)	-12	-18	1
44	Nc1ccc(C(=O)NN2C(=O)C(Cl)C2c2cc(Br)cc(Br)c2O)cc1 (centres undefined)	98*	94*	89*
45	O=[N+]([O-])c1ccc(/C=N/O)o1	100*	99*	89*
46	CNCc1cccc([N+](=O)[O-])c1	-8	-6	-33
47	O=C1CCC(c2ccc(Cl)cc2)=NN1c1nsc2ccccc12	-5	-41	6
48	Cc1c(Cl)cccc1NC(=O)NCCc1ccccc1	20	33	-12
49	CCC(C(C)N1CC(=O)NC(=O)C1)N1CC(=O)NC(=O)C1 (centres undefined)	24	36	11
50	O=C(O)CCCCCCC(=O)O	1	3	3

item	yeast mec2-1	mlh1 rad18	rad50
41	-4	-9	-12
42	12	31	8
43	-25	44	22
44	94*	95*	96*
45	99*	99*	98*
46	-2	-18	3
47	-29	-22	-8
48	13	8	-4
49	0	23	20
50	-5	-2	2

Carrying on:
item	molecule	yeast bub3	sgs1 mgt1	yeast cln2 rad14
51	CC(C)/C=C(/CC(C)C)C(CCC(=O)Nc1ccccc1)C(=O)Nc1ccccc1 (centres undefined)	2	4	10
52	CN(C)c1ccc(C(=C2C=CC(=[N+](C)C)C=C2)c2c(O)c(S(=O)(=O)[O-])cc3cc(S(=O)(=O)O)ccc23)cc1	-15	-42	15
53	C=C1C(=O)OC2/C=C(\C=O)C3OC3C3OC3(C)CC(OC(=O)/C(=C/C)CO)C12 (centres undefined)	-23	-19	14
54	CCOC(=O)c1[nH]c(C)c(C)c1C	16	11	-18
55	CC1(C)CC1(Br)Br	13	9	9
56	CC(=O)N1CCc2c(O)cccc2C1	-13	-8	-16
57	COc1ccc(C(CC(=O)O)C(=O)O)cc1 (centres undefined)	-3	1	-23
58	O=C(O)c1ccc(O)cc1	2	-1	2
59	CCc1nnc2sc3c(Cl)c4nn5c(CC)nnc5sc4c(Cl)c3nn12	0	17	24
60	CC1CCCC(CC(N)=O)CC1 (centres undefined)	1	2	1

item	yeast mec2-1	mlh1 rad18	rad50
51	28	35	8
52	-22	27	1
53	-29	-22	-28
54	3	13	2
55	-1	-22	4
56	0	-4	9
57	-18	-5	-24
58	45	22	14
59	-6	12	37
60	1	4	8

(next part)
item	molecule	yeast bub3	sgs1 mgt1	yeast cln2 rad14
61	COc1cccc(CCN(CCOC(N)=O)CCOC(N)=O)c1OC	-5	3	-7
62	Cc1cc2c(c(S(=O)(=O)c3ccccc3[N+](=O)[O-])c1)NCCC2	15	3	-23
63	NC(N)=NS(=O)(=O)c1ccc(Nc2c3ccccc3nc3c(C(=O)Nc4ccc(S(N)(=O)=O)cc4)ccc(Cl)c23)cc1	-2	-3	30
64	CCOC(=O)C(C#N)=C(C)C	-14&1	17&-3	-1&-19
65	O=C(Nc1ccc2c(c1)Cc1cc([N+](=O)[O-])c(F)cc1-2)C(F)(F)F	-4	7	-2
66	C1=NCCN1	3	-1	-11
67	Cc1ccc(NC(=O)Cc2nc3ccccc3s2)c(C)c1	99*	99*	96*
68	COC(=O)[C@]12CCC(C)[C@H](C)[C@H]1C1=CCC3[C@@]4(C)CC[C@H](OC(C)=O)C(C)(C)C4CC[C@@]3(C)C1(C)C(O)C2 (some centres undefined)	0	-8	8
69	CCCCOc1c(OC)cc(OC)cc1C(=O)O	9	-2	15
70	CSc1sc2cc([N+](=O)[O-])ccc2[n+]1C	x	x	x

item	yeast mec2-1	mlh1 rad18	rad50
61	-5	-3	-10
62	-36	-16	3
63	-2	8	-9
64	3&8	17&20	27&-13
65	49	28	5
66	4	-4	-2
67	99*	99*	99*
68	-22	22	23
69	8	-10	16
70	-8	55	0

Quoted from above, entries 22–34
item	molecule	yeast bub3	sgs1 mgt1	yeast cln2 rad14
22	CN(C)C(CS(=O)(=O)c1ccccc1)c1ccccc1 (centres undefined)	-1	28	23
23	O=C(O)c1ccccc1Nc1cc(C(F)(F)F)ccc1Cl	10	-12	9
24	O=C(OC(CCN1CCCCC1)c1ccccc1)c1ccccc1 (centres undefined)	9	23	-4
25	CC(C)(C)c1cc(/C=C/c2cc(/C=C/c3cc(C(C)(C)C)c(O)c(C(C)(C)C)c3)c([N+](=O)[O-])cc2[N+](=O)[O-])cc(C(C)(C)C)c1O	4	2	-46
26	OC1c2ccccc2-c2ccc(N=Cc3ccccc3)cc21 (centres undefined)	0	12	-2
27	Cc1cccc(NC(=O)C(=O)C(C(=O)c2ccc3ccccc3c2)C2OC(=O)c3ccccc32)c1C (centres undefined)	6	14	-60
28	COc1ccc(C)cc1NS(=O)(=O)c1ccccc1	-10	-8	-12
29	CC(C)(Br)CBr	-38	-51	-28
30	O=C(Cc1ccccc1)N[C@@H]1COC(=O)[C@@H]2CCCN2C(=O)[C@@H]2CCCN2C1=O	-2	-17	27
31	Cc1ccc(-c2cc(-c3ccco3)c(C#N)c(=S)n2C2OC(CO)C(O)C(O)C2O)cc1 (centres undefined)	-40&46	-11&-9	-15&14
32	CCNC(=O)CS(=O)(=O)c1ccc(C)cc1	-4	-5	-18
33	CCOC(=O)c1ccc2c3c(ccc([N+](=O)[O-])c13)CC2	18	-14	-2

item	yeast mec2-1	mlh1 rad18	rad50
22	11	37	28
23	-10	0	-8
24	8	30	2
25	0	6	20
26	1	18	20
27	5	-7	-4
28	-33	10	-7
29	-16	-48	-38
30	6	-9	-33
31	-20&11	-17&26	-4&20
32	-13	13	4
33	-6	-8	-7

item	molecule	yeast bub3	sgs1 mgt1	yeast cln2 rad14
34	Oc1cccc2c1NC1=C(CCC/C1=C\c1ccccc1)C2	-16	6	7

item	yeast mec2-1	mlh1 rad18	rad50
34	-16	-8	-16

Remaining list, next part.
item	molecule	yeast bub3	sgs1 mgt1	yeast cln2 rad14
71	CC(C)=C(OC(=O)c1ccccc1)C(C)(CC(C)(C)C)C(C)(C)C (centres undefined)	-26	-10	-100
72	CC12CCC(Cl)(CC1O)C2(C)C (centres undefined)	-7	1	2
73	O=c1c2[nH]cnc2n(-c2ccccc2)c(=S)n1-c1ccccc1	-27	-26	-7
74	Cc1cccnc1C(=O)O.[Cu+2]	-33	-29	-45
75	CC(CCCOC(c1ccccc1)(c1ccccc1)c1ccccc1)OC(=O)Nc1ccccc1 (centres undefined)	80*	84*	83*
76	CCCCCc1c2nc(c(CCCCC)c3ccc([nH]3)c(CCCCC)c3ccc([nH]3)c(CCCCC)c3nc1C=C3)C=C2	-10	-10	23
77	CSc1nc(N(C)C)c2[nH]c(Cl)nc2n1	13	-2	-7
78	Cc1cc(N(CCOS(C)(=O)=O)CCOS(C)(=O)=O)ccc1C=Nc1ccccc1C(=O)O	39	80*	68
79	CCc1nc2c(cnn2-c2ccccc2)c(=O)[nH]1	-2	0	-24

item	yeast mec2-1	mlh1 rad18	rad50
71	-55	19	13
72	12	-1	2
73	2	14	6
74	0	-7	-10
75	86*	81*	84*
76	-12	-16	0
77	-4	2	4
78	74*	95*	84*
79	-8	0	-5
